# Source: PubChem
# D2 potentiator: positive allosteric modulators of human D2 dopamine receptor; potentiation, % at 10 µM; AID 485347; HEK293 T-REx D2, calcium flux, EC20 dopamine potentiation; 340,000 compounds, 0.34% hits; P14416;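 active = potentiation over 3 SD above the plate norm, cut at about 30% in these data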; also: 0% is about no effect
# Target sequence (P14416 whole entry, looked up): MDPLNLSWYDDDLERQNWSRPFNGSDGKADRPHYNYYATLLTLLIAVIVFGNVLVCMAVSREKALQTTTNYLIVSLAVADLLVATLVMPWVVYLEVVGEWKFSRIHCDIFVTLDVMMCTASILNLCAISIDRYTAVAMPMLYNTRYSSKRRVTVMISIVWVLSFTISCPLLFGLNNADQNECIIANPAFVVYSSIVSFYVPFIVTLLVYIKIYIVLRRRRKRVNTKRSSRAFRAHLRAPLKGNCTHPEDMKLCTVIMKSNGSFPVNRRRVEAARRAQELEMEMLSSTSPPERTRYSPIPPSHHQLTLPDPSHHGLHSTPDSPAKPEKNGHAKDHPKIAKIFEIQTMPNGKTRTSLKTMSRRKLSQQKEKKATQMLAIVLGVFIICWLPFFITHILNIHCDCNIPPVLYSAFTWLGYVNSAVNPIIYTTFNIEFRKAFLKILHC
#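 Cells plated with tetracycline inducer and held overnight at 30 C; calcium dye loaded 30–90 min at room temperature; baseline taken, compound added and read 180 s; EC20 dopamine then added and read 180 s.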
# D1 antag: blocks dopamine activation of the human D1 receptor | P21728 | HEK293 TREx D1 cells, calcium flux, dopamine EC80; active compounds read low | activity change, negative = inhibition, % at 10 µM | 360,000 compounds, 3.2% hits; in the data active = activity change below about -30%; also: % is scaled to controls: 0 for no effect and ±100 for the full control effect
#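 Antagonism measured as reduced calcium response to an EC80 dopamine addition following 180 s compound pre-read; cells were inducible HEK293 Trex D1 plated overnight at 30 C, read kinetically at 1 cycle/sec.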
# Vif-A3F inh: Vif-A3F binding inhibition. Potency, µM (top dose mostly 46.1 µM), for inactives: top-dose activity, negative = active. HeLa A3F-eYFP + Vif (tagged APOBEC3F with the HIV-1 protein that degrades it), YFP fluorescence increase. 390,000 compounds, 0.2% hits; also: potency is read from the fitted curve at half-maximal effect; % of control where 0% means no effect; nearly all actives have a fitted effect of over 65% in size
#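 HeLa cells stably expressing Vif plus C-terminally eYFP-tagged A3F were seeded, incubated overnight at 37 deg C, dosed with compound, incubated overnight again at 37 deg C. Yellow fluorescence (Ex 488/Em 500-530) reported blocked Vif-mediated A3F-eYFP degradation.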
# LDHA inh: blocks human lactate dehydrogenase A. P00338. purified LDHA, NADH/diaphorase-resazurin fluorescence; active compounds read low. 480,000 compounds, 0.15% hits. activity change, % (values are at about 110 or 230 µM); in the data active = activity change below about -30%; inconclusive = mostly about -25% to -30%;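 also: plate controls were DMSO wells for no effect and wells without enzyme for full effect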
#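 Human LDH5 at 2 nM final in Tris HCl pH 7.4 with 0.06 mM NADH and 0.2 mM pyruvate, reacted 5 minutes at room temperature. Remaining NADH coupled via diaphorase/resazurin; resorufin fluorescence read at 0 and 20 minutes, normalized to enzyme-free and DMSO wells.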
# GRP78 ERSR act: inducers of ER stress response in human glioma cells | U87-MG GRP78 promoter luciferase reporter, 16 h | Potency, µM, without a hit: at the top dose activation, most hits filed as activators | 420,000 compounds, 0.02% hits; also: potency is read from the fitted curve at half-maximal effect; series mostly up to about 76 µM; % of control where 0% means no effect; nearly all actives have a fitted effect of over 35% in size
#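 ERSR induction read as luciferase luminescence (Bright-Glo, 10 min at room temperature) in stably transfected human U87-MG glioma cells exposed to compounds for 16 h, using GRP78 as sensor.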
# Vif-APOBEC3G blk: blocks the Vif interaction with human APOBEC3G; Q9HC16; HeLa A3G-eYFP + Vif (tagged APOBEC3G with the HIV-1 protein that degrades it), YFP fluorescence, overnight; Potency, µM (highest dose often 46.1 µM), inactives show top-dose activity, negative = active, most hits filed as inhibitors; 410,000 compounds, 0.076% hits; AID 602310;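 also: potency is read from the fitted curve at half-maximal effect; % is scaled to controls: 0 for no effect and ±100 for the full control effect; nearly all actives have a fitted effect of over 60% in size; hits raise eYFP signal because A3G escapes Vif-driven loss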
# Target sequence (Q9HC16 whole entry, looked up): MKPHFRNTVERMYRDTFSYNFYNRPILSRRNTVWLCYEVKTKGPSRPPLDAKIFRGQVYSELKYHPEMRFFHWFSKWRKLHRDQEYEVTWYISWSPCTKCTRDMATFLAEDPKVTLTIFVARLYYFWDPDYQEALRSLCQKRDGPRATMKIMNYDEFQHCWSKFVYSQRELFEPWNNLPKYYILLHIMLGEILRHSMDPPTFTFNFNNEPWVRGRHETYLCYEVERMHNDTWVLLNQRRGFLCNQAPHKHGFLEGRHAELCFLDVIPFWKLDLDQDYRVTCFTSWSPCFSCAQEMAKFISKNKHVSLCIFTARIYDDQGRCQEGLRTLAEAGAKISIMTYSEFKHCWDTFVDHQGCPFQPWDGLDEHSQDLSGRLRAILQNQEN
#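 HeLa cells stably expressing Vif and C-terminally eYFP-tagged A3G, seeded overnight at 37 deg C, then exposed to compound by pintool overnight at 37 deg C. Rise in yellow fluorescence (Ex 488/Em 500-530, Acumen) marks blocked Vif-driven A3G degradation.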
# D1 potentiator: enhances dopamine response at the human D1 receptor. HEK293 TREx D1 cells, calcium flux, dopamine EC20 potentiation. potentiation, % at 10 µM. 360,000 compounds, 0.036% hits. AID 504651; in the data active = potentiation above about 30%; also: 0% is about no effect
# D1 ag: agonists of human D1 dopamine receptor | AID 504660 | HEK293 T-REx D1 cells, calcium flux, agonist mode | P21728 | 360,000 compounds, 1% hits | activation, % at 2 µM; in the data active = activation above about 30%; also: 0% is about no effect
#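 Inducible HEK293 T-REx D1 cells, force-coupled to calcium signalling, were plated at 4000 cells/well with tetracycline and held overnight at 30 C. After no-wash calcium dye loading, compound-evoked calcium rise over 180 s flagged agonists.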
# RXFP1 agonist: agonists of human relaxin receptor RXFP1; HEK293T-RXFP1 cAMP TR-FRET, 30 min; response scale: percent of porcine relaxin response, buffer zero; 370,000 compounds, 0.3% hits; AID 2676; Potency, µM (top dose mostly 57.5 µM), without a hit: at the highest dose activation, actives largely listed as activators; also: potency is read from the fitted curve at half-maximal effect; % is scaled to controls: 0 for no effect and ±100 for the full control effect; nearly all actives have a fitted effect of over 60% in size; many of its hits are not listed in these tables
#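 HEK293T cells stably expressing RXFP1 were pretreated with the PDE4 inhibitor Ro 20174, exposed to compounds for 30 min at 37C, lysed, and cAMP was read by TR-FRET. Data normalized to buffer (basal) and 29 nM porcine relaxin (100%).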
# An asterisk follows results filed as active; ? = inconclusive; / = no result given; & = joins results of further samples. Unless noted, calls follow the shape of the dose curve; as a rule, active = well fitted curve in the direction sought with a large enough effect; inconclusive = small, poorly fitted or top-dose-only effect, or another doubt; inactive = no such curve, though single readings can be large; an effect the other way counts as inactive or inconclusive.
SMILES,D2 potentiator,D1 antag,Vif-A3F inh,LDHA inh,GRP78 ERSR act,Vif-APOBEC3G blk,D1 potentiator,D1 ag,RXFP1 agonist
Cc1cccc(N(CC(=O)NCCSCc2cccc(Cl)c2)S(=O)(=O)c2ccccc2)c1C,-2,-12,-3%,-4,-2%,2%,-1,31*,5.5%
CCOC(=O)CSc1ccc(C(=O)N2CCN(C)CC2)cc1[N+](=O)[O-],3,-16,-11%,2,-9%,-2%,-3,-1,0.6%
COc1cccc(OC)c1OCCCCN1CCCC1,-11,-4,0%,-12,-6%,1%,-3,3,2.4%
Cc1cccc2c(=O)c(-c3ccc4c(c3)OCO4)c(NC(=O)c3ccco3)oc12,7,1,1%,-4,4%,1%,1,1,1.1%
O=[N+]([O-])c1ccc(S(=O)(=O)Nc2ccc(S(=O)(=O)N3CCCC3)cc2)cc1,-8,3,-2%,-6,-6%,0%,-4,4,0.4%
c1coc(-c2nnc3sc(Cc4cccs4)nn23)c1,-1,10,-5%,-1,0%,0%,-5,1,2.0%
COc1cccc(-c2nc(N)nc(SC)c2C#N)c1,/,-2,1%,-3,-4%,0%,1,1,?
O=C(Nc1ccc2oc(=O)ccc2c1)c1cc([N+](=O)[O-])ccc1N1CCOCC1,-1,2,15%,-5,-7%,-10%,-1,1,2.3%
COc1ccc2[nH]cc(CCNC(=O)Nc3ccccc3C)c2c1,-7&6,-16&-5,-9%&3%,-3&1,4%&-4%,0%&5%,-17&-4,0&3,1.1%&1.8%
CCOC(=O)Nc1cccc(OCC(=O)Nc2ccccc2OC)c1,1,-4,-13%,-15,4%,1%,-3,-1,1.5%
O=C(CNc1cccc([N+](=O)[O-])c1)N1CCN(S(=O)(=O)c2ccc(Cl)cc2)CC1,-19,-16,-7%,0,-2%,0%,-1,0,-1.9%
CCN(CC)C(=O)COc1ccc(-c2ccccc2)cc1,-9,-19,3%,3,4%,0%,-6,3,0.4%
CCc1ccc(N2CC(C(=O)Nc3nccs3)CC2=O)cc1 (stereo not given),2,4,2%,-5,-5%,-3%,-8,2,2.5%
N#Cc1ccc(CN2CCN(C(=O)c3ccc(S(=O)(=O)NCc4ccco4)cc3)CC2)cc1,15,1,-5%,-5,-3%,2%,-5,1,1.0%
COc1ccc(C(=O)N=C2SC3CS(=O)(=O)CC3N2c2ccc(C(C)=O)cc2)cc1 (stereo not given),-9,-4,2%,-3,-7%,0%,0,7,5.2%
Cc1nnc(N2CCC(C(=O)NCCc3ccccc3)CC2)c2nn(-c3ccc(Cl)cc3)c(C)c12,-4,12,1%,3,-1%,-1%,2,4,?
Cc1cccc(C(=O)OCC(=O)NN2C(=O)NC3(CCC(C)CC3)C2=O)c1O (stereo not given),6,0,-8%,-1,-3%,-1%,1,-1,-0.5%
CN(CC(=O)Nc1ccc(N2CCOCC2)cc1)C(=O)c1ccc(CS(C)(=O)=O)cc1,/,/,-8%,11,0%,5%,/,/,/
Cc1ccc(/C=C/C(=O)N2CCN(S(=O)(=O)c3ccc(C)c(C)c3)CC2)o1,-6,-3,-20%,8,-15%,-7%,0,1,0.3%
N#C/C(=C(\O)C(F)(F)F)c1nnc2n1CCCCC2,2,11,-5%,-12,-3%,2%,1,3,-0.1%
CN(c1ccc([N+](=O)[O-])cc1/C=N/NC(=O)COc1ccccc1)C1CCCCC1,13,-1,8%,3,-6%,-6%,-8,1,3.9%
CCOc1ccc(NC(=O)C(Cc2ccccc2)N2C(=O)c3cccc4cccc(c34)C2=O)cc1 (stereo not given),5,-2,-13%,-1,-4%,-164%,-5,0,0.3%
C#CCOCCOCCOCCNc1nc(N2CCN(C(=O)C(Cc3cc4ccccc4[nH]3)n3cc(C(N)Cc4ccc(O)cc4)nn3)CC2)nc(N2CCN(C(=O)C(Cc3cc4ccccc4[nH]3)n3cc(C(N)Cc4ccc(O)cc4)nn3)CC2)n1 (stereo not given),-12,-10,-7%,-2,-3%,7%,-5,0,3.4%
CC1CCN(C(=O)Cn2ncc3c4ccccc4n(C)c3c2=O)CC1,-5,0,9%,-1,2%,0%,1,0,0.0%
COc1ccc(CNC(=O)COC(=O)c2cc(-c3ccc(Cl)s3)nc3ccccc23)cc1,9,-2,3%,-1,-1%,-26%,-6,7,1.9%
Cc1ccc2c(C(=O)CN3CCCC3)c(C)[nH]c2c1,-5,-9,1%,-7,1%,-8%,3,2,0.7%
Cc1cccc(C)c1NC(=O)CN1CCNCC1,5,1,-5%,-8,-2%,-3%,1,0,0.3%
CCN(CC)C(=O)[C@H]1C[C@H](CC(=O)NCCCn2ccnc2)C(=O)N2CCc3c([nH]c4cc(-c5ccco5)ccc34)[C@]12C,/,/,-5%,-7,-2%,2%,/,/,/
[O-]/C(=C(\C(=S)Nc1cccc2ccccc12)[n+]1ccccc1)c1ccc2c(c1)OCCO2,7,-10,-3%,19,-3%,0%,2,1,0.2%
O=C(CSc1nnc(-c2ccccc2)o1)NC1CCCCC1,-5,6,-2%,-4,-4%,3%,-2,-1,1.4%
COC(=O)c1cc(NC(=O)CC2C(=O)OCCN2Cc2ccccc2)cc(C(=O)OC)c1 (stereo not given),10,18,3%,-3,-2%,-2%,-3,0,-0.5%
COc1cc(/C=C/c2nc3cc(Cl)ccc3c(=O)n2-c2ccc(C)cc2C)cc(OC)c1OC,-10,-44*,11%,0,-2%,0%,-1,-1,0.9%
Cc1ccc(CNC(=O)CSc2ccc(-c3ccccn3)nn2)cc1,-5,21,5%,16,1%,0%,-1,-2,2.2%
O=C(O)CN1C(=O)/C(=C\c2cn(-c3ccccc3)nc2-c2ccccc2)SC1=S,12,7,-12%,-12,-8%,2%,/,6,-3.8%
CCOc1ccc2nc(C)cc(Nc3cccc([N+](=O)[O-])c3)c2c1,-26,-7,-22%,-8,-12%,?,-5,2,0.6%
Cc1ccc(-n2ncc3c(=O)[nH]c(SCC(=O)N4CCN(c5ccccc5)CC4)nc32)cc1,-4,-2,-2%,-2,-3%,1%,3,-1,0.1%
O=c1cc(C(F)(F)F)nc(-c2cccnc2)[nH]1,-9,1,7%,-7,-3%,-1%,-3,6,1.2%
O=C(COC(=O)c1c(Cl)cccc1Cl)Nc1ccccc1Br,-4,3,-1%,-6,?,5%,-5,9,1.9%
C/C(=N\Nc1ccc(Cl)c(C(=O)O)c1)c1ccc[nH]1,-2,19,-2%,14,6%,-9%,-2,2,5.3%
O=C(NCc1ccc2c(c1)OCO2)c1c(O)nc2sccn2c1=O,9,2,0%,0,1%,0%,-2,1,-1.4%
C=CCn1c(SCC(=O)Nc2nnc(C)s2)nnc1-c1cccnc1,2,-21,-6%,-2,-1%,-4%,-2,6,13%
O=S(=O)(NCC1CCCO1)c1ccccc1F (stereo not given),2,3,?,-2,-4%,0%,11,4,0.7%
CCOc1cccc(CN2CCN(Cc3ccc(C)o3)C(CCO)C2)c1O (stereo not given),0,-8,1%,7,-1%,0%,4,1,0.0%
CC(=O)c1c(C)[nH]c(C(=O)N(CCc2ccccc2)Cc2ccccc2)c1C,13,8,0%,-1,1%,-10%,-2,3,-1.4%
O=S(=O)(Nc1cccc(-c2nnco2)c1)c1ccc(F)cc1F,12,-19,4%,-1,-2%,3%,-3,2,1.6%

# Continued; the last two above are carried over.
SMILES,D2 potentiator,D1 antag,Vif-A3F inh,LDHA inh,GRP78 ERSR act,Vif-APOBEC3G blk,D1 potentiator,D1 ag,RXFP1 agonist
CC(=O)c1c(C)[nH]c(C(=O)N(CCc2ccccc2)Cc2ccccc2)c1C,13,8,0%,-1,1%,-10%,-2,3,-1.4%
O=S(=O)(Nc1cccc(-c2nnco2)c1)c1ccc(F)cc1F,12,-19,4%,-1,-2%,3%,-3,2,1.6%
COc1ccc(C2C(C(N)=O)=C(C)Nc3nc(CCCO)nn32)cc1 (stereo not given),9&-6,5&-8,9%&0%,-1&-1,-1%&-1%,0%&-3%,-1&-6,1&2,-0.7%&0.6%
COc1ccccc1NC(=O)c1nn(C)c(C(=O)Nc2ccccc2OC)c1[N+](=O)[O-],0,3,13%,-5,-3%,0%,4,1,-0.8%
O=C(c1ccco1)N1CCN(C(=O)c2ccc(-c3ccccc3Cl)o2)CC1,1,-1,5%,-13,?,-1%,/,1,2.7%
Cc1ccccc1NC(=O)CN1CCOCC1,3,-2,-6%,-11,-3%,1%,-3,3,2.2%
Oc1c(CN2CCCC(C(F)(F)F)C2)cc(Cl)c2ccccc12 (stereo not given),22,-9,-28%,30,?,-1%,8,4,4.7%
COc1ccccc1CNS(=O)(=O)c1ccc2c(c1)N(C(C)=O)CCO2,3,-5,2%,2,-1%,5%,2,-1,0.1%
O=C(Cc1ccccc1)N[C@@H](Cc1ccccc1)c1nc2ccccc2[nH]1,0,2,-6%,2,-7%,0%,-2,1,2.8%
CCCCSc1nnc2c(n1)OC=Nc1ccccc1-2,6,-23,3%,-2,-3%,-3%,-1,1,17%
Cc1ccc(CSc2ncnc3c2cnn3-c2ccccc2)cc1,-5,-3,-4%,-8,-2%,-1%,-4,4,1.4%
O=C(c1ccc2c(c1)OCO2)N1CCC2(CC1)Oc1ccc(Cl)cc1C(=O)C21CC(c2ccccc2)=NO1 (stereo not given),7,23,2%,-2,-2%,1%,0,2,0.3%
COc1cccc(/C=N/Nc2nn3cnnc3c3ccccc23)c1,6,-3,-8%,-6,-1%,0%,5,1,0.4%
CCCCN(C(=O)c1[nH]c(C)c(C(=O)OCC)c1C)c1c(N)n(CCCC)c(=O)[nH]c1=O,-6,-18,3%,-4,-4%,-3%,4,1,0.4%

# Only part of the results is shown; rates above refer to the full screens.
